zfTRPN1 agonist: agonists of zebrafish TRPN1 channel; HEK293 zebrafish TRPN1-YFP, Fluo-8 calcium fluorescence; 100% = response to 87 µM carbachol; activation, % at 3 µM; 220,000 compounds, 0.18% hits;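 active = activation above its plate's cutoff, the mean activation of test wells on that plate plus 3 SD, cut at about 19% in these data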;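 also: 0% = DMSO alone and 100% = 87 µM carbachol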
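Control set: carbachol 87 µM as high control, DMSO as low control; system: HEK293 stable line with zebrafish TRPN1-YFP; read-out: % activation versus carbachol response; detection: intracellular calcium fluorescence with Fluo-8; doses: single test compound dose, 3 µM nominal, 0.3% DMSO; schedule: dye 1 h 37 °C plus 30 min RT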
S1P4 agonist: activates the human S1P4 receptor; O95977; S1P4-expressing cell line, agonist reporter assay; activation, % at 4.98 µM; 220,000 compounds, 0.35% hits; AID 1509; in the data active = activation above about 11%;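 also: 0% = DMSO vehicle and 100% = reference agonist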
S1P4 antag: blocks the human S1P4 receptor. inhibition, % at 4.98 µM. 220,000 compounds, 0.26% hits. S1P4-expressing cells, antagonist mode, reporter read-out. AID 1510; in the data active = inhibition above about 29%;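 also: 0% = wells stimulated with agonist and 100% = vehicle wells without agonist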
EP2 modulator: EP2 receptor (human) modulation; P43116; 260,000 compounds, 0.83% hits; EP2-expressing cells, cAMP HTRF FRET, PGE2 co-stimulation; induction, % at 25 µM;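 active = compounds whose cAMP rise, as percent of the full-agonist control response, exceeds 60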;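 also: rat C6 glioma line stably carrying human EP2 under a CMV promoter; the protocol text gives 20 µM as final concentration; 100% = response of wells given 1 µM PGE2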
m-calpain inh: calpain II (pig) inhibition | purified calpain II, fluorogenic peptide substrate, 30 min | inhibition, % at 16 µM | 220,000 compounds, 0.37% hits | AID 1236;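 active = inhibition above about 50%, limit read from the data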
TRPML3 ag: agonists of human TRPML3 channel. Q8TDD5. HEK293 TRPML3-YFP, Fluo-8 calcium fluorescence; 100% = the carbachol control signal. activation, % at 3 µM. 220,000 compounds, 0.29% hits;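 active = activation above its plate's cutoff, the mean activation of the plate's test wells plus 3 SD, cut at about 12% in these data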;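 also: 0% = DMSO only wells and 100% = carbachol wells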
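Material: TRPML3-YFP stable HEK293 cells | Dosing: One concentration, 3 µM nominal, 0.3% DMSO | Timing: 125 s total fluorescence read per well | Technique: Fluo-8 calcium dye fluorescence, ex 470-495, em 515-575 nm | Measure: Percent activation from peak-to-basal fluorescence ratio, scaled between DMSO and carbachol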
Ba/F3 V617F tox: lowers viability of Ba/F3 cells expressing EpoR and JAK2V617F | AID 1446 | inhibition, % at 5.6 µM | ATP luminescence | 220,000 compounds, 1.1% hits;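 active = inhibition above the campaign mean plus 3 SD over all tested compounds, cut at about 24% in these data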;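 also: cytokine-independent growth of Ba/F3 cells driven by EpoR plus mutant JAK2; 0% = DMSO-treated cells and 100% = JAK inhibitor I control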
BaF3 tox: parental Ba/F3 viability inhibition as JAK2V617F counter-screen. 220,000 compounds, 1.1% hits. CellTiter-Glo ATP luminescence. inhibition, % at 5.6 µM;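 active = inhibition above a per-campaign cutoff, the mean inhibition of all tested compounds plus 3 SD, cut at about 27% in these data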;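 also: 0% = DMSO wells and 100% = JAK Inhibitor I control wells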
PERK inh: human PERK inhibition, primary cell-based screen. Q9NZJ5. CHO PERK-DD fusion, SEAP luminescence translation reporter. inhibition, % at 5.6 µM. 220,000 compounds, 0.17% hits;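 active = inhibition above the mean inhibition of all tested compounds plus 3 SD, set separately per screening campaign, cut at about 2.9% in these data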;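 also: PERK kinase domain activated by AP20187 dimerizer at 100 nM; 0% = DMSO with dimerizer and 100% = rapamycin at 8.4 µM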
Target sequence (Q9NZJ5 whole entry, looked up, the tested form may be a part): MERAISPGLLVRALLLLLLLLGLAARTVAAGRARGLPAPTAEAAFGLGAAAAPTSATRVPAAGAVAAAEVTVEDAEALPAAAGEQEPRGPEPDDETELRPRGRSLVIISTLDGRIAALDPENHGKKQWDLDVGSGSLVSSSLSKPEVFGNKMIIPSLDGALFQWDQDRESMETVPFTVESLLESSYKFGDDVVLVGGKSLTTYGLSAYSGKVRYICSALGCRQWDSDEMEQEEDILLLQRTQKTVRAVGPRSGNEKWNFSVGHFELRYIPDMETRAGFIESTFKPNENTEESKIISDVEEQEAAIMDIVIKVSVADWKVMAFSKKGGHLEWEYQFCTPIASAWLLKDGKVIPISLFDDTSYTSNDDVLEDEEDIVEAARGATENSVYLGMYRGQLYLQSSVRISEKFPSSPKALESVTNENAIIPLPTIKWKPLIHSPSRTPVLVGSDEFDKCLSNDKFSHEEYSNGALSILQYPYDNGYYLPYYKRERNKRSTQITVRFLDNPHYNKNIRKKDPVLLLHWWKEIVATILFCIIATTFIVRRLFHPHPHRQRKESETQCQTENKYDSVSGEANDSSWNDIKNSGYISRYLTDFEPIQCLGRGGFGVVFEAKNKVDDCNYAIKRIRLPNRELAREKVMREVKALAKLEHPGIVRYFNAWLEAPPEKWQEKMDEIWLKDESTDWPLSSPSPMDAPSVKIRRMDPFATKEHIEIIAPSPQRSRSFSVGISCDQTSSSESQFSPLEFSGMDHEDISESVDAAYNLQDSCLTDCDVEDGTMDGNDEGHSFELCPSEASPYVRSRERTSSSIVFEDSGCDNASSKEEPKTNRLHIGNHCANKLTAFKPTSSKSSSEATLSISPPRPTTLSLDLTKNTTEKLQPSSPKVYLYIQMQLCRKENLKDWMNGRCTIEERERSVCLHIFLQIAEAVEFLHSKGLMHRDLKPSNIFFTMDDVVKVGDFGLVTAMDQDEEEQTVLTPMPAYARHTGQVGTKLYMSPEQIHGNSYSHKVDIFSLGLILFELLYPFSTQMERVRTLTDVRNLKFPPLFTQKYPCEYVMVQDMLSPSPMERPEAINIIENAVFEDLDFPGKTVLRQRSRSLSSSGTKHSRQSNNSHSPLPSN
The depositor's hits bear a star; & = joins results of further samples.

SMILES | zfTRPN1 agonist | S1P4 agonist | S1P4 antag | EP2 modulator | m-calpain inh | TRPML3 ag | Ba/F3 V617F tox | BaF3 tox | PERK inh
COCCn1c(SCC(=O)N2CCC(C)CC2)nc2ccccc2c1=O | -0.5 | 0.4 | -36 | -17 | 12 | 0.6 | 1 | 4 | -1.0
CCS(=O)(=O)c1ccc2oc(SCC(=O)c3ccco3)nc2c1 | 1.3 | -0.7 | -22 | 9 | -22 | 1.4 | 2 | 6 | 0.3
CCN(CC)CCN(C)C1CCC(c2ccccc2)CC1 (configuration not stated) | 1.2 | 1.0 | -19 | 25 | -16 | 1.1 | 0 | 9 | 0.7
CCOc1cc(S(=O)(=O)N2CCCCC2)ccc1Cl | 0.1 | -0.2 | 8 | 5 | 29 | 4.4 | -3 | 1 | -0.1
O=C(NC1CCCCC1)N(Cc1ccc(F)cc1)Cc1nc2ccccc2c(=O)[nH]1 | -1.0 | 2.3 | -23 | 7&-29 | 10 | 0.9 | 1 | 3 | -0.2
CCOc1ccc(/C=C/C(=O)c2c(O)c3ccccc3oc2=O)cc1 | 0.7 | -3.3 | -6 | 0 | -17 | 0.7 | 0 | 4 | 1.7
CC(C)OC(=O)/C(C#N)=C/c1cn(C)c2ccccc12 | -1.8 | 2.1 | -24 | 29 | 5 | 0.2 | -1 | 1 | -1.1
CCCCNC(=O)C1c2ccccc2Oc2ccccc21 | -0.8 | 1.6 | -5 | 13 | -16 | -0.6 | -2 | 7 | 0.7
CC(C)Nc1nc(Cl)nc(NN(C)c2nc(N(C)C)nc(N(C)C)n2)n1 | -2.1 | -0.5 | -15 | 11 | 9 | -0.4 | 1 | 7 | -0.6
O=C(N/N=C/c1cccc(Oc2ccccc2)c1)c1cc[n+]([O-])cc1 | 0.7 | 1.0 | -5 | -4 | -4 | 1.1 | 3 | 10 | 0.9
O=C(O)c1cccc(Nc2ncnc3c2cnn3-c2ccccc2)c1 | 0.5 | -3.4 | -1 | 5 | 21 | 0.3 | 0 | 3 | 1.5
N#Cc1c(N)n(CCOC(=O)c2ccc(Cl)cc2)c2nc3ccccc3nc12 | 0.3 | 0.2 | -6 | -57 | -250 | -0.4 | -3 | 5 | -1.0

No new results follow: an excerpt of the list.
SMILES | zfTRPN1 agonist | S1P4 agonist | S1P4 antag | EP2 modulator | m-calpain inh | TRPML3 ag | Ba/F3 V617F tox | BaF3 tox | PERK inh
CC(C)OC(=O)/C(C#N)=C/c1cn(C)c2ccccc12 | -1.8 | 2.1 | -24 | 29 | 5 | 0.2 | -1 | 1 | -1.1
CCCCNC(=O)C1c2ccccc2Oc2ccccc21 | -0.8 | 1.6 | -5 | 13 | -16 | -0.6 | -2 | 7 | 0.7
CC(C)Nc1nc(Cl)nc(NN(C)c2nc(N(C)C)nc(N(C)C)n2)n1 | -2.1 | -0.5 | -15 | 11 | 9 | -0.4 | 1 | 7 | -0.6
O=C(N/N=C/c1cccc(Oc2ccccc2)c1)c1cc[n+]([O-])cc1 | 0.7 | 1.0 | -5 | -4 | -4 | 1.1 | 3 | 10 | 0.9
O=C(O)c1cccc(Nc2ncnc3c2cnn3-c2ccccc2)c1 | 0.5 | -3.4 | -1 | 5 | 21 | 0.3 | 0 | 3 | 1.5

Rewritten field by field: 2 of the compounds above.
CC(C)OC(=O)/C(C#N)=C/c1cn(C)c2ccccc12
  zfTRPN1 agonist = -1.8; S1P4 agonist = 2.1; S1P4 antag = -24; EP2 modulator = 29; m-calpain inh = 5; TRPML3 ag = 0.2; Ba/F3 V617F tox = -1; BaF3 tox = 1; PERK inh = -1.1

CCN(CC)CCN(C)C1CCC(c2ccccc2)CC1 (configuration not stated)
  zfTRPN1 agonist = 1.2; S1P4 agonist = 1.0; S1P4 antag = -19; EP2 modulator = 25; m-calpain inh = -16; TRPML3 ag = 1.1; Ba/F3 V617F tox = 0; BaF3 tox = 9; PERK inh = 0.7

Continued:
SMILES | zfTRPN1 agonist | S1P4 agonist | S1P4 antag | EP2 modulator | m-calpain inh | TRPML3 ag | Ba/F3 V617F tox | BaF3 tox | PERK inh
COc1ccc(C2CC(c3ccccc3)=NN2C(=O)COC(=O)c2nc3nc(C)cc(C)n3n2)cc1 (configuration not stated) | 1.4 | -0.4 | -8 | 1 | -14 | 0.7 | 3 | 8 | 0.0
CC(Sc1nnc(CNc2cccc3ccccc23)n1-c1ccccc1)C(=O)N/N=C/c1ccco1 (configuration not stated) | -0.7 | -0.8 | -24 | -14 | -43 | 0.4 | -1 | -1 | 0.0
COc1ccnc(-n2cccc2C#N)c1C#N | 0.3 | 0.0 | 0 | 19 | -2 | 0.6 | -3 | -3 | 0.6
Cc1ccc2nc(SCc3cn4cccnc4n3)[nH]c2c1 | -0.3 | 0.5 | -9 | -8 | -14 | 0.3 | 1 | 4 | 0.7
COc1ccccc1NC(=S)NCCc1ccccc1 | -2.2 | 0.0 | 1 | -50 | 4 | -0.1 | -2 | 0 | 0.6
CCOC(=O)CSc1nnc(CNC(=O)c2ccc(OC)cc2)n1C1CCCCC1 | -1.1 | -0.2 | -17 | 2 | 17 | -0.3 | 2 | 4 | -0.8
Cc1cc(=O)oc2cc(NC(=O)CCCC(=O)O)ccc12 | -0.4 | 3.0 | -11 | 37 | -348 | 0.4 | 1 | 2 | 0.8
Cc1ccc(NC(=O)/C(C#N)=C/c2ccc(C)s2)c(C)c1 | 1.4 | 0.2 | 9 | 30 | -10 | 1.1 | -3 | 2 | 0.7
FC(F)(F)c1cc(C(F)(F)F)c2ccc(Oc3ccccc3)nc2n1 | -1.2 | 1.8 | -11 | 17 | 25 | -1.4 | 0 | 0 | -0.1
COc1ccc(C2=NOC(C(=O)NCc3ccccn3)C2)cc1OC (configuration not stated) | -0.7 | 0.4 | -4 | 6 | 4 | 0.8 | -3 | 2 | -0.5
Brc1cccc(/C=N/Nc2nc(N3CCCCC3)nc(N3CCCCC3)n2)c1 | -0.6 | 1.2 | -20 | -32 | 33 | 1.3 | -4 | 1 | 0.5
COc1ccc(C(=O)Nc2nc3ccccc3c(=O)[nH]2)cc1 | -0.1 | -3.1 | -3 | -4 | 5 | 0.7 | -2 | 4 | -0.8
CCCCNC(=O)c1ccc(Cn2c(=S)[nH]c3c([nH]c4ccc(OC)cc43)c2=O)cc1 | -0.6 | 4.9 | -13 | 37 | -87 | 0.1 | -1 | 7 | 0.4
O=S(Cc1ccc(Br)cc1)Cc1nnc(SCc2c(Cl)cccc2Cl)n1-c1ccccc1 (configuration not stated) | -0.5 | 0.2 | -19 | 41 | 14 | 0.5 | 1 | 12 | -1.2
O=C(Nc1ccc(Oc2nnc(-c3ccccc3)c3ccccc23)cc1)c1ccccc1 | 0.4 | 2.9 | -24 | -15 | 37 | 0.8 | 1 | 5 | 1.0
CCCCCCCCOC(=O)c1ccc(N)cc1 | 0.3 | -1.2 | -4 | 18 | 7 | -0.2 | -4 | 0 | 0.9
COc1cccc(Nc2nc(-c3sc(N)nc3C)cs2)c1 | 0.1 | -2.2 | -12 | -37 | -117 | 0.8 | 0 | 6 | 0.7
CC(=O)c1c(C(C)=O)c(C)n(-c2ccc(C)c(NC(=O)c3ccccc3Cl)c2)c1C | 0.8 | -1.3 | 9 | 0&18 | -12 | -0.3 | 6 | 10 | -1.1
COc1ccc(C=O)cc1COc1ccc(Cl)cc1[N+](=O)[O-] | 0.4 | -3.2 | 4 | 28 | 7 | -0.1 | -4 | 1 | 2.2
COc1cc(C2NC(=O)NC(C)=C2[N+](=O)[O-])cc(OC)c1OC (configuration not stated) | 1.6 | -1.0 | -15 | 12 | -13 | 0.7 | -1 | -2 | 1.1
CCOC(=O)c1cccc(NC(=O)c2ccccc2C)c1 | 0.2 | 1.2 | 8 | -53 | -9 | 0.2 | 0 | 10 | 0.7
CC(NC(=O)Cn1nc(C(=O)O)c2ccccc2c1=O)C12CC3CC(CC(C3)C1)C2 (configuration not stated) | -0.3 | -1.1 | -8 | -71 | 2 | -0.3 | 2 | 7 | -0.6
O=C(NCC1(c2ccccc2)CCOCC1)c1cccs1 | 0.3 | -3.7 | -3 | -5 | 12 | 0.6 | 5 | 11 | 1.7
N#Cc1cc([N+](=O)[O-])cnc1Nc1ccccc1 | 0.4 | 2.3 | -4 | -26 | 31 | 0.6 | 0 | 3 | -0.1
O=S(=O)(Nc1cccc(-c2ccc3nncn3n2)c1)c1ccc(Cl)s1 | 0.0 | 1.4 | -5 | 21 | -32 | 0.5 | 2 | 1 | 0.3
O=C(CC(=O)N/N=C/c1ccc(O)cc1)N/N=C/c1ccc(O)cc1 | 1.1 | 1.8 | -4 | -68 | -1 | 1.6 | 1 | -4 | 0.9
COc1ccc(OC)c2sc(NC(=O)C(C)C)nc12 | 1.4 | -1.9 | -7 | -2 | -13 | 0.4 | 2 | 7 | 0.0
Cc1cc(C)n(/N=C/c2cccc([N+](=O)[O-])c2)c(=O)c1 | 1.8 | -0.4 | -19 | 41 | 31 | 0.5 | 2 | 7 | 0.8
Cc1ccnn1CC(=O)N/N=C/c1cn[nH]c1-c1ccccc1 | 0.0 | -1.1 | 3 | 5 | 26 | 0.1 | 6 | -4 | 0.9
Cc1ccc(S(=O)(=O)N(C)C)cc1NC(=O)COC(=O)CCC(=O)c1cccs1 | 1.1 | 2.1 | -9 | -2 | -16 | 0.9 | 1 | 3 | 0.8
O=C(CSc1ncnc2c1nnn2Cc1ccccc1)NC1CCCC1 | 0.4 | 0.3 | 1 | -44 | 32 | 0.7 | 3 | 14 | -0.1
CS(C)(=O)=NS(=O)(=O)c1ccc(Cl)cc1 | 0.9 | -1.1 | -1 | 12 | -57 | 0.3 | -3 | 2 | 1.2
COC(=O)C1=C(C(=O)OC)C2(OC1c1cccc(F)c1)C(=O)c1ccccc1C2=O (configuration not stated) | -1.3 | 1.0 | -4 | 9 | -15 | 0.8 | -6 | 0 | 1.5
Cc1ccc(-n2ccc(-c3nn(-c4ccccc4)ccc3=O)n2)cc1 | 0.0 | 4.8 | -21 | 15 | 28 | 0.3 | -1 | 0 | 1.1
COC(=O)Cn1c(O)c(N=NC(=O)OC)c2ccccc21 | 1.6 | -0.7 | 3 | 23 | -10 | -0.2 | -2 | -3 | 2.2
CNC(=O)Nc1ccccc1F | 0.5 | -3.0 | 10 | 36 | -19 | 0.9 | -2 | 5 | 0.3

Compound activity (PubChem)
